ERp5 block – inhibitors of ERp5-driven insulin aggregation, primary screen, biochemical, turbidity, absorbance 650 nm, single point; inhibition, % at 9.99 µM; 90 min; Protein disulfide-isomerase A6 (Homo sapiens), Q15084; 350,000 tested, 0.05% active;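 active means mean replicate inhibition above about 25%, with every replicate also reaching it, limit read from the data, passing the limit was not always enough; inconclusive means only one of those two criteria met; inactive means neither criterion met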
ERAP1 HTS inh – human ERAP1 aminopeptidase inhibitors, primary screen, biochemical, single point, plate reader. Endoplasmic reticulum aminopeptidase 1 (Homo sapiens), Q9NZ08. recombinant ERAP1, Leu-AMC fluorescence, 60 min. inhibition, % at 10.7 µM. 340,000 tested, 0.15% active. AID 652197, 2013;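 active means mean replicate inhibition of at least 30%, or all replicates individually reaching that 30% level; inactive means mean below 30% and not every replicate reaching it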;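 further: 0% = neutral control wells and 100% = L-leucinethiol positive control wells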
Target sequence (Q9NZ08 whole entry, looked up): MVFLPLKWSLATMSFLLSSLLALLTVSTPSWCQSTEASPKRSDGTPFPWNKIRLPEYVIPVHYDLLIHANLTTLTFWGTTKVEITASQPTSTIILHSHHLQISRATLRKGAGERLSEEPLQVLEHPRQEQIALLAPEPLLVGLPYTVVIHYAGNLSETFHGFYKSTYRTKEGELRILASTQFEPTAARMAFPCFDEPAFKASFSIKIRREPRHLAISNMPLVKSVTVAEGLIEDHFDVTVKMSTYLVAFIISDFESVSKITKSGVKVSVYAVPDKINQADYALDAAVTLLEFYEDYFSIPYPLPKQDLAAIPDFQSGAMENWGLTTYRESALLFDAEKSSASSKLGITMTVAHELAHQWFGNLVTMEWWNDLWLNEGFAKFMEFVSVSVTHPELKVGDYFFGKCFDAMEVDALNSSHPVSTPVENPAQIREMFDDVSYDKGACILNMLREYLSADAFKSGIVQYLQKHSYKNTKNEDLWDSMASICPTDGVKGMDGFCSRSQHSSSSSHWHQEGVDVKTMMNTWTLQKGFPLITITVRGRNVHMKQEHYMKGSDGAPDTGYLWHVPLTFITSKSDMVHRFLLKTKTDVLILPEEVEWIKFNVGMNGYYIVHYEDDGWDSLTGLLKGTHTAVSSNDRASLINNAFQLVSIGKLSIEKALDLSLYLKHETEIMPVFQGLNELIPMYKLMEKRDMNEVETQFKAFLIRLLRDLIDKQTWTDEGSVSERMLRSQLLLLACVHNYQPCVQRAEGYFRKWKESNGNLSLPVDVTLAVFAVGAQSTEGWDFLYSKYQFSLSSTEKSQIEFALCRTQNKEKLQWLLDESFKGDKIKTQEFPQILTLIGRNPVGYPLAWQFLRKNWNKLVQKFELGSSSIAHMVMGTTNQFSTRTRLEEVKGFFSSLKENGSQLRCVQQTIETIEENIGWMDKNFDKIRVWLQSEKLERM
F508del corr – F508del CFTR correction, initial screen, CFBE line, single point. activity (quench increase), % at 7.58 µM. AID 720511, 2013. 350,000 tested, 0.36% active. CFBE cells, YFP halide quenching; stimulated with forskolin plus potentiator P3; % fluorescence drop versus neutral controls;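 active means mean added fluorescence quench of at least 8% versus neutral control, with both replicates also reaching 8%; inconclusive means only one of the mean or replicate conditions met; inactive means mean below 8% and not both replicates reaching 8%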;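 further: cells transiently co-express mutant CFTR-F508del with the halide-sensitive YFP; corrector assay measuring rescue of mutant channel to the surface after 24 h compound exposure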
miR122 inh – miR-122 Renilla sensor signal increase in Huh7, primary screen, miR-122 inhibitor project, cell-based, single point, plate reader; AID 602342, 2012; activation (reporter increase), % at 12.5 µM; Huh7 miR-122 Renilla luciferase sensor, 48 h; neutral wells = 0, positive control = 100; 340,000 tested, 0.3% active;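 active means mean replicate activation score at least 90 and every replicate individually at or above 90; inconclusive means only one of the two criteria met; inactive means neither criterion met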;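 further: higher luciferase means less miR-122 activity so hits act as miR-122 inhibitors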
CASP6 VEID inh – human caspase-6 inhibitors, primary screen, biochemical, VEID-R110 fluorescence, single point, set 2 | inhibition, % at 12.5 µM | P55212 | 350,000 tested, 0.53% active | purified caspase-6, Z-VEID-R110 cleavage fluorescence;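 active means mean inhibition across replicates at least about 35%, with every replicate also reaching that limit, limit read from the data; inconclusive means only one of the two criteria met; inactive means neither criterion met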;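 further: 0% = median of neutral control wells and 100% = no fluorescence left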
SIRT5 inh – SIRT5 desuccinylase inhibitors, primary screen, biochemical, fluorescence imaging, single point, set 5; AID 652115, 2013; 330,000 tested, 1.1% active; inhibition, % at 15 µM; NAD-dependent protein deacylase sirtuin-5, mitochondrial (Homo sapiens), Q9NXA8; Purified SirT5, succinyl-peptide AMC, trypsin-coupled fluorescence; in the data active means inhibition above about 15%; inconclusive means no clear call, values can overlap the other calls
DENV2 CPE – inhibitors of DENV2 cytopathic effect, primary screen, cell-based, plate reader, single concentration | DENV2-infected cells, cytopathic effect rescue | CPE inhibition, % at 9.99 µM | 350,000 tested, 1.7% active | AID 651640, 2012; in the data active means CPE inhibition above about 20%, passing the limit was not always enough; inconclusive means no clear call, values can overlap the other calls; tested in BHK-21 cells;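 further: 0% = median of neutral control wells and 100% = median of positive control wells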
Active calls of the source: *; ? = inconclusive; nt = no result given; & = joins results of further samples; [ ] = dose if it differs, or a comment.

SMILES	ERp5 block	ERAP1 HTS inh	F508del corr	miR122 inh	CASP6 VEID inh	SIRT5 inh	DENV2 CPE
C[C@H]1CN([C@@H](C)CO)S(=O)(=O)c2ccc(-c3ccccc3)cc2O[C@@H]1CN(C)C(=O)Nc1ccccc1F	5	3	2.8	40[16.7 µM]	-3	6	-6
COC(=O)[C@]12C[C@H](CC(=O)N3CCOCC3)C(=O)N(CCC3=CCCCC3)C1=C[C@H](COCc1ccccc1)O[C@@H]2C	-1	0	1.0	nt	-5	nt	-1
COc1cc(OC)c(S(=O)(=O)NC(C)C)cc1C(=O)O	-3	0	2.3	0	4	-5	-6
C[C@H]1CN([C@@H](C)CO)C(=O)c2cc(NC(=O)CCC(F)(F)F)ccc2O[C@H]1CN(C)S(C)(=O)=O	-8	0	-0.8	10[16.7 µM]	-1	-2	13
CCOC(=O)c1ccc(NC(=O)c2ccc(NC(=O)C3CCCO3)cc2)cc1 (configuration not stated)	3	4	-3.1	nt	2	-6	-6
CN(C)C(=O)c1ccc(-c2cc3onc(-c4ccccc4)c3c(=O)n2C)cc1	4	1	-0.3	-6	1	nt	13
C[C@H](O)[C@@H]1C(=O)N2CCc3c([nH]c4ccccc34)[C@@H]2C[C@@H]1N(C)Cc1ccc(Cl)cc1	3	nt	0.7	-4	0	-4	1
CCOc1ccc(C(=O)Nc2ccc(N3CCN(C)CC3)cc2)cc1[N+](=O)[O-]	6	-2	1.0	-5	-2	2	8
O=S(=O)(Nc1ccc(S(=O)(=O)N2CCCC2)cc1)c1ccc(F)cc1F	1	-4	-2.7	-3	-2	2	16
CC1CCCN(C(=O)C2CCN(C(=O)Nc3ccccc3)CC2)C1 (configuration not stated)	-4	0	5.2	nt	1	-3	7
CCOC(=O)CC1(CCc2ccccc2)Oc2ccccc2N1S(=O)(=O)c1ccc(C)cc1 (configuration not stated)	3	1	-2.2	nt	1	2	-3
C[C@H]1CN([C@@H](C)CO)C(=O)Cc2cc(NC(=O)Cc3cn(C)c4ccccc34)ccc2O[C@@H]1CN(C)S(=O)(=O)c1cccs1	4	-2	-1.2	7[16.7 µM]	0	0	-10
COc1cccc(N2CCN(C(=O)CN(C)S(=O)(=O)c3ccc4c(c3)CCC(=O)N4)CC2)c1	0	-7	0.7	-7	1	-2	0
CCC(=O)N(C)C[C@H]1Oc2cc(-c3ccc(F)cc3)ccc2S(=O)(=O)N([C@@H](C)CO)C[C@H]1C	0	0	3.0	5[16.7 µM]	-4	2	10
C[C@@H]1CN([C@@H](C)CO)C(=O)c2cc(NS(C)(=O)=O)ccc2O[C@@H]1CN(C)Cc1ccc(C(F)(F)F)cc1	-6	3	-0.7&0.1	2[16.7 µM]	1	-6	5
COc1ccc(-c2cn[nH]c2-c2ccc(OCc3ccc(F)cc3)cc2O)cc1OC	-1	1	-3.3	0	-2	-1	-5
COC(=O)C[C@H]1CC[C@H]2[C@H](COc3ccc(NC(=O)Nc4ccc(C)cc4)cc3C(=O)N2C)O1	-47	nt	0.1	4[16.7 µM]	nt	-5	?
O=[N+]([O-])c1ccc(N/N=C/c2ccc(O)c(O)c2O)c(S(=O)(=O)N2CCOCC2)c1	-4	0	1.9	nt	8	2	?
Cc1ccc2cc(-c3noc(C4CCCO4)n3)c(=O)[nH]c2c1 (configuration not stated)	8	3	-2.4	5	1	-3	0
Cc1onc(-c2ccccc2)c1C(=O)NCC(=O)Nc1cc(Cl)ccc1Cl	-3	4	3.1	nt	-1	1	-1
COc1ccc(C(=O)NCc2cn3c(C)csc3n2)cc1OC	1	7	0.4	-6	2	-7	-4
COc1ccc(S(=O)(=O)N(C)C[C@H]2Oc3cc(C#CC4CCCCC4)ccc3S(=O)(=O)N([C@H](C)CO)C[C@@H]2C)cc1	3	0	-0.8	38[16.7 µM]	2	1	-4
COc1cccc(NC(=O)C2CCC(CNS(=O)(=O)c3cccc4cccnc34)CC2)c1 (configuration not stated)	0	-1	-0.5	nt	-2	-3	-3
CCN(CC)S(=O)(=O)c1ccc(NN=C2CCN(C)CC2)c([N+](=O)[O-])c1	-3	-1	-0.9	8	1	3	-7
CN1CCN(C(=O)C[C@H]2CC[C@@H]3[C@H](COC[C@@H](O)CN3S(=O)(=O)c3cccc(Cl)c3)O2)CC1	2	0	0.8	1[16.7 µM]	0	5	23*
CCOC(=O)CC(=O)CSc1nccc(-c2cccnc2)n1	1	-4	1.2	4	-1	1	15
C[C@H](CO)N1C[C@H](C)[C@@H](CN(C)C(=O)Nc2ccc(F)cc2)Oc2ccc(NS(=O)(=O)c3ccc(Cl)cc3)cc2C1=O	2	-3	-0.3	5[16.7 µM]	1	0	11
O=C(COC(=O)c1ccc(O)cc1)NC1CCCCCCC1	0	-5	-2.8	-5	3	4	-9
COCCN1C(=O)N[C@@H](CCc2ccccc2)[C@@H](C(=O)OC)[C@H]1C	-1	-1	-2.3	nt	0	-2	-11
Cc1ccc(NCc2ccccc2)cc1	1	-3	-1.2	nt	0	0	nt

Compound profiles, as listed above. Values in the order: ERp5 block | ERAP1 HTS inh | F508del corr | miR122 inh | CASP6 VEID inh | SIRT5 inh | DENV2 CPE
Cc1ccc2cc(-c3noc(C4CCCO4)n3)c(=O)[nH]c2c1 (configuration not stated) is listed with 8 | 3 | -2.4 | 5 | 1 | -3 | 0
COCCN1C(=O)N[C@@H](CCc2ccccc2)[C@@H](C(=O)OC)[C@H]1C is listed with -1 | -1 | -2.3 | nt | 0 | -2 | -11

(further entries)
SMILES	ERp5 block	ERAP1 HTS inh	F508del corr	miR122 inh	CASP6 VEID inh	SIRT5 inh	DENV2 CPE
O=C(Nc1cccc(F)c1)Nc1cnccn1	-11	1	-1.9	2	-5	0	12
COc1cccc(CNC(=O)CN2C(=O)COc3ccc(S(=O)(=O)N4CCC(C)CC4)cc32)c1	-3	1	3.8	-5	2	1	2
O=C(Nc1ccc2c(c1)OCO2)C(c1ccccc1)N1CCCCC1 (configuration not stated)	2	3	4.3	-2	-3	2	5
COc1ccc(OC)c(S(=O)(=O)N2CCCC(C(=O)NCc3ccco3)C2)c1 (configuration not stated)	2	-3	-1.2	0	4	-29	-8
Cc1ccc(F)cc1NC(=O)c1c(-c2ccccc2)noc1C	4	-2	0.7	-6	-3	nt	-4
COCCn1c(=NC(=O)c2ccc(S(=O)(=O)N3CCOCC3)cc2)sc2cc(S(N)(=O)=O)ccc21	0	1	5.5	5	-2	-4	-1
Cc1ccc(NC(=O)C(C)OC(=O)Cc2c[nH]c3ccccc23)cc1 (configuration not stated)	10	-3	1.3	nt	3	-3	6
O=C(C1CCCC1)N1CC(=O)N2[C@H](CO)[C@@H](c3ccc(-c4ccccc4F)cc3)[C@H]2C1	?	2	0.4	nt	1	-4	-2
C[C@@H]1CN([C@@H](C)CO)C(=O)c2cc(NC(=O)C3CC3)ccc2O[C@@H]1CN(C)S(=O)(=O)c1ccc(F)cc1	-3	-2	1.6	14[16.7 µM]	-5	-2	10
COc1ccc(C2=C(C=O)Cc3ccccc3O2)cc1	0	-3	-3.7	nt	-2	0	8
Cc1ccc(S(=O)(=O)N(C)C[C@@H]2Oc3cc(C#CC4CCCC4)ccc3S(=O)(=O)N([C@@H](C)CO)C[C@@H]2C)cc1	-4	-2	4.1	21[16.7 µM]	0	-1	-8
COc1cc([N+](=O)[O-])ccc1NC(=O)CCS(=O)(=O)c1ccc2c(c1)n(C)c(=O)c(=O)n2C	-1	0	0.2	13	1	-1	-5
C[C@H](CO)N1C[C@H](C)[C@@H](CN(C)Cc2ccc(Oc3ccccc3)cc2)Oc2ccc(NS(=O)(=O)c3cccs3)cc2CC1=O	3	1	-0.5	2[16.7 µM]	3	2	-9
C[C@@H]1CN([C@H](C)CO)C(=O)c2cc(NC(=O)C3CCCCC3)ccc2O[C@@H](C)CCCCO[C@H]1CN(C)S(C)(=O)=O	-1	2	-0.9	-3[16.7 µM]	-3	1	10
COc1cccc(C#Cc2cnc3c(c2)C(=O)N([C@H](C)CO)C[C@@H](C)[C@H](CN(C)C(=O)C2CC2)O3)c1	-5	0	-2.9	2[16.7 µM]	-1	-1	-6
CCOCc1c(C(=O)OCC(=O)Nc2ccc(C)c(S(=O)(=O)N(C)C)c2)oc2ccccc12	8	1	nt	nt	-1	-1	0
Cc1cc2nc(/C=C/c3nc4cc(C)c(C)cc4[nH]3)[nH]c2cc1C	6	1	-1.9	nt	1	-6	6
CC(=O)Oc1c(C)c(OC(C)=O)c2c(c1C(C)=O)OC1CC(=O)C(C(C)=O)=C(O)C21C (configuration not stated)	-3	1	-2.0	5	4	-2	4
Cc1ccccc1NC(=S)NNC(=O)c1cccc(Br)c1	-3	1	0.3	nt	-1	-4	-3
CCOC(=O)/C(=N/Nc1ccc(Cl)cc1)S(=O)(=O)c1ccccc1	0	5	-3.0	?	1	-1	5
COc1cccc(NC(=O)N[C@H]2C=C[C@H](CC(=O)NCc3ccncn3)O[C@H]2CO)c1	2	1	-2.7	nt	2	-1	-6
Cc1cccc(NC(=O)c2cccc([N+](=O)[O-])c2O)c1C	5	1	-1.5	nt	1	-3	2
CCC(=O)Nc1c2c(nn1-c1ccc(F)cc1)CS(=O)C2 (configuration not stated)	1	-5	-1.7	-3	-2	-2	7
CCC(=O)Nc1ccc(C(=O)OCc2ccccc2)cc1	-2	1	-3.9	-6	1	0	nt
COc1ccc(C#Cc2ccc([C@H]3[C@@H](CO)N4C(=O)CN(C(=O)NC(C)C)C[C@H]34)cc2)cc1	0	6	-0.4	nt	3	2	-8
CCC1(C2C=COC=C2)NC(=O)NC1=O (configuration not stated)	9	-1	0.0	nt	-3	nt	1
COc1ccccc1NC(=O)CSc1n[nH]c(Cc2ccccc2)n1	-6	-2	0.3	2	1	-1	0
CCCC(=O)Nc1ccc2c(c1)OC[C@@H](C)N(C(=O)C1CCCC1)C[C@H](C)[C@H](OC)CN(C)C2=O	6	0	0.2	-9[16.7 µM]	4	-6	-10
O=C1N/C(=C/c2ccsc2)C(=O)N1c1ccccc1	-2	1	-1.4	-13	-1	2	-3
C[C@@H]1CN([C@H](C)CO)C(=O)Cc2cc(NS(=O)(=O)c3cn(C)cn3)ccc2O[C@H]1CN(C)C(=O)Nc1ccccc1	-3	1	-0.4	-7[16.7 µM]	0	-4	-2
CCOC(=O)CSc1ncnc2c(C(=O)OCC)c3n(c12)CCC3	-1	-3	0.2	nt	4	2	14
COc1ccc(/C=C/C(=O)OCC(=O)NC(=O)NC(C)(C)C)cc1	1	2	-4.0	nt	3	0	6
NC(=O)C1CCN(c2ccc3c(c2)S(=O)(=O)c2ccccc2C3=O)CC1	-2	3	0.7	0	-4	nt	-11
Cc1ccc(S(=O)(=O)Nc2ccc3c(c2)C(=O)N(C)[C@@H]2CC[C@H](CC(=O)O)O[C@@H]2CO3)cc1	-5	-3	0.5	8[16.7 µM]	-1	0	0
COC(=O)C1N[C@@H]([C@@H](NC(=O)COc2ccccc2)C(=O)NC2CC2)SC1(C)C (some centres not stated)	-5	nt	1.7	1	1	nt	7
C[C@H](CO)N1C[C@H](C)[C@@H](CN(C)S(=O)(=O)c2cn(C)cn2)Oc2ccc(NC(=O)Nc3ccc4c(c3)OCO4)cc2CC1=O	nt	nt	-2.2	-6[16.7 µM]	nt	nt	-4
COCCNC(=O)C[C@H]1CC[C@H]2[C@H](COc3ccc(NC(=O)COC)cc3C(=O)N2C)O1	3	0	-0.8	5[16.7 µM]	-2	-2	-11

High-throughput results from PubChem.
